Screening results (PubChem BioAssay)
Myeloid diff MLP = myeloid differentiation induction. calls only at 10 µM. ER-HoxA9 myeloid progenitors, lysozyme-GFP differentiation, flow cytometry. AID 624256. actives 1% (n = 360,000);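 active means normalized GFP-positive differentiation at or above the plate's own cutoff, the solvent-only control mean plus 3 SD; inconclusive means no clear call, values can overlap the other calls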;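 further: cells exposed to compound for four days before flow analysis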
MT stabilize HCS = microtubule stabilization, imaging screen. HeLa tubulin immunostaining HCS, 24 h; share of cells brighter than vehicle mean+2SD. % tubulin-high responders, % at 10 µM. actives 0.83% (n = 200,000);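 active means plate Z-score above 3 for both tubulin-high and condensed-nucleus cell shares, with cell loss under 80%, at 10 µM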;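 further: anti alpha tubulin signal scored within the nucleus-defined area of each cell; some results filed as inactive read as strong as hits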
Autophagy HCS = autophagy modulation, high-content screen | MEF GFP-LC3 puncta imaging; test concentration mostly 10 µM | calls only at 10 µM (by protocol) | actives 0.98% (n = 190,000) | AID 463193;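 active means percentage of spot-positive cells more than 3 SD above its plate mean, without a fluorescence outlier flag or 80% toxicity; inconclusive means no clear call, values can overlap the other calls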;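 further: spot-positive cell cutoff set from DMSO-treated cells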
T cell HTS = modulates CD8 T cell binding to vesicles; 2C CD8+ T cell-vesicle binding, flow cytometry; active compounds read low; calls only at 7 µM; actives 0.068% (n = 330,000); AID 2052;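 active means response, share of CD8 T cells binding vesicles, and their 90th percentile fluorescence all below set limits, cut at about 80% in these data, passing the limit was not always enough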
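Test system: purified 2C TCR transgenic mouse naive CD8+ T cells. Probe or stimulus: QL9-peptide-loaded Drosophila micro-vesicles bearing Ld, ICAM-1 and B7-1. Incubation: binding step 1.5 h, 37 °C, antibody labelling 20 min, ice. Measured by: flow cytometry of vesicle-bound cells.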
West Nile antiviral = West Nile virus antiviral activity, cell-based, CPE readout (AID 1621); West Nile virus-infected cells, CPE inhibition; higher % means a stronger effect; CPE inhibition, % at 10 µM, or IC50 in µM where a hit was titrated; actives 0.02% (n = 290,000); in the data active means a potency from the dose series; inconclusive means CPE inhibition mostly from about 3.7% at the one dose, without a potency; inactive means the rest, 99 in 100 with CPE inhibition below about 2.2%; further: strong numbers were not always called active
WT yeast gro inh = growth inhibition of WT yeast, mitochondrial fusion screen. mitochondrial fusion phenotypic screen, WT strain. inhibition, % at 10 µM. actives 2.1% (n = 190,000); in the data active means inhibition above about 58%; tested in S. cerevisiae
Ins promoter up = MIN6 insulin promoter up-regulation | actives 0.3% (n = 190,000) | AID 1625 | MIN6 insulin promoter-GFP reporter, high-content imaging; active compounds read high | z-score at 5 µM;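 active means z-score above 3 at 5 µM with at least 500 cells counted in the well; inconclusive means wells under 500 cells, flagged as cytotoxic or low count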
bCat nuc transl = modulators of beta-catenin nuclear translocation. HeLa beta-catenin nuclear translocation, immunofluorescence imaging. actives 0.3% (n = 190,000). AID 1665. nuclear translocation activity, % at 5 µM;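 active means nuclear translocation activity above 50% at 5 µM, with a well cell count of 50 or more; inconclusive means wells under 50 cells across six images, flagged as toxic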;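 further: per-cell ratio of nuclear to cytoplasmic median beta-catenin stain intensity; plate controls were DMSO negative control for no effect and GSK-3 inhibitor IX positive control for full effect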
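Test system: human HeLa cells, endogenous beta-catenin. Times: 24 h compound exposure, 37°C. Measured by: beta-catenin immunofluorescence imaging with DAPI.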
Lipid droplet = modulators of hepatic lipid droplet formation. inhibition, % at 6.5 µM. actives 0.4% (n = 240,000). AML12 mouse hepatocytes, oleate lipid droplets, BODIPY imaging;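 active means lipid droplet intensity inhibited by at least 50%, with more than 500 cells counted; inconclusive means wells with under 300 cells, treated as cytotoxic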
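System: AML12 hepatocytes (mouse). Probe or stimulus: oleic acid at 100 µM to induce lipid droplet formation. Times: overnight treatment with compound plus oleate. Detection: Image-based BODIPY and DAPI two-channel analysis. Evaluation: percent inhibition of filter-corrected integrated lipid droplet intensity per well.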
WT yeast gro inh mutant strain = further read-out of WT yeast gro inh, marked with its call; inhibition, %; mitochondrial fusion phenotypic screen, mutant strain inhibition
Ins promoter up cell count = also measured in Ins promoter up; calls as there; cell count; measured here: cytotoxicity, nuclei count;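 total cells summed across four imaged fields per well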
Lipid droplet cells 6.5 µM = further read-out of Lipid droplet, marked with its call; cell count; measured here: cell count, cytotoxicity flag;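 cells counted across two imaged fields per well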
bCat nuc transl cell count 5 µM = also measured in bCat nuc transl; calls as there; cell count; measured here: cell count, cytotoxicity flag
T cell HTS vesicle-bound % = second read-out of T cell HTS, no call of its own (marks repeat the call); double positive events, %; measured here: CD8+ vesicle-bound cell fraction;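 binding gate set so that unloaded-vesicle control wells show 10% double positive cells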
MT stabilize HCS Hoechst-high % = second read-out of MT stabilize HCS, no call of its own (marks repeat the call); % Hoechst-high responders; measured here: nuclear condensation Hoechst responders;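 share of cells brighter than vehicle mean plus two SD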
MT stabilize HCS cytotoxicity % = recorded beside MT stabilize HCS, whose call it bears; toxicity, %; measured here: cytotoxicity by cell density;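 0% = mean cell density of plate MIN control wells and 100% = no cells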
Autophagy HCS cell loss 18 h = recorded beside Autophagy HCS, whose call it bears; toxicity, %; measured here: cell loss, nuclei count;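 cell loss after 18 h compound exposure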
Myeloid diff MLP GFP+ MAC1+ % = recorded beside Myeloid diff MLP, whose call it bears; GFP+ MAC1+ double positive, %; measured here: differentiation confirmed by MAC1 staining
* = called active by the depositor; i = inactive; ? = inconclusive; nt = not tested or not shown; + = active, no number.

SMILES | Myeloid diff MLP | Myeloid diff MLP GFP+ MAC1+ % | MT stabilize HCS | MT stabilize HCS Hoechst-high % | MT stabilize HCS cytotoxicity % | Autophagy HCS | Autophagy HCS cell loss 18 h | T cell HTS | T cell HTS vesicle-bound % | West Nile antiviral | WT yeast gro inh | WT yeast gro inh mutant strain | Ins promoter up | Ins promoter up cell count | bCat nuc transl | bCat nuc transl cell count 5 µM | Lipid droplet | Lipid droplet cells 6.5 µM
Cc1cccn2c(CNCC(C)Oc3cccnc3)c(C(=O)N3CCOCC3)nc12 (stereo unspecified) | i | 0.4 | nt | nt | nt | nt | nt | i | 37 | -0.6% | nt | nt | -0.25 | 1125 | 0.0 | 1327 | 1 | 772
CSc1cccc(NC(=O)C2CCN(S(=O)(=O)c3ccc4c(c3)NC(=O)CO4)CC2)c1 | i | 2.0 | nt | nt | nt | nt | nt | i | 37 | 1.2% | nt | nt | nt | nt | nt | nt | 16 | 743
COc1ccc(NC(=O)CN2CCN(c3c(C)cc(C)cc3C)CC2)cc1 | i | 0.3 | nt | nt | nt | nt | nt | i | 56 | -1.1% | nt | nt | nt | nt | nt | nt | -11 | 802
CCc1noc(C)c1C(=O)N1CCCC(CCC(=O)NCc2ccc(F)c(F)c2)C1 (stereo unspecified) | i | 0.7 | 2.6 | 2.5 | 2.4 | i | 24 | i | 10 | -0.7% | 11 | 7 | 0.05 | 1346 | -1.2 | 1014 | 2 | 722
O=C1Nc2ccccc2C1=Nc1ccc(F)cc1 | i | 0.3 | nt | nt | nt | nt | nt | i | 49 | -0.1% | nt | nt | nt | nt | nt | nt | 2 | 830
CC(Sc1nc2ccccc2o1)C(=O)O (stereo unspecified) | i | 1.2 | 2.8 | 2.1 | 11 | i | 1 | i | 30 | 0.3% | -1 | 5 | -0.91 | 1377 | -4.7 | 893 | nt | nt
Cc1cccc(C(=O)O/N=C2\CCSc3ccc(C)cc32)c1 | i | 1.8 | 4.1 | 1.9 | 2.2 | i | -17 | i | 22 | -0.6% | 5 | 0 | 0.24 | 1860 | -3.6 | 1086 | -15 | 680
CN(C)C(=S)Nc1ccc(Br)cc1Cl | nt | nt | nt | nt | nt | nt | nt | i | 32 | 0.7% | nt | nt | 0.79 | 1518 | -0.7 | 1364 | -27 | 651
Cc1ccoc1C(=O)Nc1ccc2ccccc2c1 | i | 0.0 | nt | nt | nt | nt | nt | i | 25 | -1.3% | nt | nt | nt | nt | nt | nt | 42 | 731
Cc1ccc(SC[C@H](Cc2ccccc2)N2CCN(CC(C)C)CCC2=O)cc1 | i | 2.6 | nt | nt | nt | nt | nt | i | 12 | -0.7% | nt | nt | 0.12 | 1062 | 0.1 | 1337 | 3 | 758
CCOc1ccc2nc(COC(=O)c3cccc([N+](=O)[O-])c3)c(C(C)=O)[n+]([O-])c2c1 | i | 0.3 | nt | nt | nt | nt | nt | i | 24 | -0.1% | nt | nt | -0.34 | 1020 | 1.8 | 1265 | 0 | 711
COc1ccc(CCNC(=S)NC(=O)c2cccc([N+](=O)[O-])c2)cc1OC | i | 0.9 | nt | nt | nt | nt | nt | i | 4 | -1.1% | nt | nt | nt | nt | nt | nt | -12 | 829
COCc1cc(=O)[nH]c(N2CCN(c3ccccc3OC)CC2)n1 | i | 0.3 | nt | nt | nt | nt | nt | i | 50 | 0.0% | nt | nt | nt | nt | nt | nt | 11 | 896
O=C(Nc1ccc(S(=O)(=O)NC2CCCCC2)cc1)c1ccc(Br)o1 | i | 0.7 | 1.1 | 1.6 | 10 | i | 23 | i | 45 | -1.4% | 1 | 10 | -0.56 | 1182 | 0.9 | 1090 | -2 | 732
Cc1cc(C)nc(Nc2nc3ccccc3o2)n1 | i | 0.4 | nt | nt | nt | nt | nt | i | 29 | -0.7% | nt | nt | -0.44 | 1172 | 0.5 | 1349 | 22 | 786
Cn1cnnc1SC1c2cccc3cccc(c23)C1NS(=O)(=O)c1ccc(Cl)cc1 (stereo unspecified) | i | 0.6 | 1.4 | 2.9 | 12 | i | 5 | i | 30 | -1.2% | 0 | 13 | 0.05 | 1567 | -4.1 | 1191 | 30 | 668
Cc1nnc(NC(=O)c2cc(S(=O)(=O)N3CCCCC3)ccc2Cl)s1 | i | 0.3 | nt | nt | nt | nt | nt | i | 34 | -0.6% | nt | nt | nt | nt | nt | nt | 8 | 627
COc1ccc(C(CNc2ccc(S(=O)(=O)N3CCCC3)cc2[N+](=O)[O-])N2CCCC2)cc1 (stereo unspecified) | i | 0.6 | 3.6 | 3.1 | 8.3 | + | 4.8* | i | 23 | -0.9% | -11 | -17 | -0.3 | 1310 | 0.0 | 947 | -14 | 594
CC(OC(=O)C1CC1)C(=O)Nc1cc(C(F)(F)F)ccc1Cl (stereo unspecified) | i | 0.4 | 4.0 | 1.6 | 9.1 | i | -34 | i | 30 | -0.6% | -1 | 8 | -0.2 | 1400 | 1.5 | 1140 | -2 | 639
O=C(CSCc1ccc(F)cc1)N1CCOCC1 | i | 0.7 | 1.6 | 1.1 | 7.3 | i | 30 | i | 62 | 0.0% | -9 | -8 | 1.2 | 946 | nt | nt | -2 | 755
COC(=O)CN(C(=S)Nc1ccc(F)cc1)C1CC(=O)N(c2ccccc2)C1=O (stereo unspecified) | i | 0.7 | 2.5 | 2.6 | 12 | i | -8 | i | 29 | -0.1% | 7 | 4 | -0.28 | 1432 | 0.2 | 1201 | -3 | 655
Cc1cc(NC(=O)c2c(Cl)c(C)nn2C)no1 | i | 1.5 | 2.8 | 2.3 | 8.0 | i | 0 | i | 13 | nt | 27 | 24 | 1.9 | 1165 | 4.0 | 1104 | 5 | 759
CCCC(C(=O)NCc1ccco1)N(CC1CCCO1)C(=O)CNS(=O)(=O)c1ccc(F)cc1 (stereo unspecified) | i | 0.3 | nt | nt | nt | nt | nt | i | 39 | -0.6% | nt | nt | nt | nt | nt | nt | -20 | 753
CC1CCN(S(=O)(=O)c2ccc(N=NC3=C(O)CC(C)(C)CC3=O)cc2)CC1 | i | 0.9 | 3.5 | 2.9 | 7.9 | i | -8 | i | 38 | -0.8% | 8 | -22 | 0.48 | 1269 | nt | nt | 0 | 713
CN(C(=O)CCN1C(=O)c2ccccc2C1=O)C1CCCCC1 | i | 4.3 | 1.1 | 2.0 | 10 | i | 20 | i | 48 | 1.3% | 2 | -3 | 0.61 | 871 | nt | nt | -8 | 770
CCOC(=O)N1CCC(N2CCN(S(=O)(=O)c3ccc4ccccc4c3)CC2)CC1 | i | 5.4 | 2.2 | 1.1 | 3.5 | i | 29 | i | 2 | -1.0% | 21 | 14 | -4.2 | 752 | nt | nt | -8 | 769
Nc1c(-c2ccccc2)c(CSc2nc3ccccc3[nH]2)nn1-c1ccc(C(=O)O)cc1 | i | 0.1 | 4.0 | 3.2 | 5.5 | i | 7 | i | 58 | 0.2% | -9 | 12 | 0.88 | 1538 | -0.4 | 1047 | -4 | 608
COc1cc2cc(CN(CCN3CCCC3)C(=O)Nc3ccccc3Cl)c(=O)[nH]c2cc1OC | i | 1.1 | 2.9 | 1.4 | 2.3 | i | 16 | i | 25 | nt | 4 | 1 | nt | nt | -3.6 | 1147 | nt | nt
COC(=O)c1ccc(Cl)c(NC(=O)c2ccc(-c3ccccc3)cc2)c1 | nt | nt | 3.0 | 2.6 | 8.7 | i | -31 | nt | nt | -0.6% | -9 | -5 | 0.85 | 1614 | -2.1 | 1475 | nt | nt
Nc1nc(SCC(=O)Nc2cccc(Oc3ccccc3)c2)n[nH]1 | i | 0.2 | 3.0 | 2.2 | 5.6 | i | 3 | i | 52 | -0.9% | 2 | -4 | 0.21 | 1357 | 2.0 | 931 | -26 | 621
CCc1ccc(NC2=NCC(c3ccccc3)S2)cc1 (stereo unspecified) | i | 1.0 | 2.7 | 1.5 | 9.0 | i | 8 | i | 32 | -1.5% | 75 | 83 | -0.05 | 1357 | -1.3 | 1116 | -15 | 713
Cc1ccccc1Cn1ccc(NC(=O)CCSc2nc(-c3ccco3)cc(C(F)(F)F)n2)n1 | i | 0.6 | 2.9 | 1.4 | 9.7 | i | 0 | i | 56 | 0.3% | 14 | 9 | -0.27 | 1287 | nt | nt | 22 | 713
c1ccc(COc2cccc(CNCc3cccs3)c2)cc1 | i | 0.2 | 3.5 | 2.3 | 7.6 | i | 1 | i | 42 | nt | -6 | -2 | -0.39 | 1233 | nt | nt | 7 | 618
CCOc1ccc(S(=O)(=O)NCCC(=O)N2CCC(Cc3ccccc3)CC2)cc1 | i | 0.5 | nt | nt | nt | nt | nt | i | 19 | -1.6% | nt | nt | nt | nt | nt | nt | 4 | 682
NC(=O)C1CC(=O)N(c2ccc(OCC(=O)NCc3ccccc3)cc2)C1 (stereo unspecified) | i | 1.1 | nt | nt | nt | nt | nt | i | 56 | 0.0% | nt | nt | nt | nt | nt | nt | -12 | 667
CC(=O)N/C(=C\c1ccc(F)cc1)C(=O)OCc1ccccc1 | i | 1.1 | nt | nt | nt | nt | nt | i | 49 | -0.7% | nt | nt | nt | nt | nt | nt | 12 | 808
CN1CCN(/N=C/c2ccc(OCc3ccccc3)cc2)CC1 | ? | nt | nt | nt | nt | nt | nt | i | 43 | 0.3% | nt | nt | -0.21 | 975 | 0.4 | 1314 | -19 | 741
